Keap1-Nrf2 PPI – Keap1-Nrf2 (human) interaction inhibition. Q14145. Keap1 Kelch-Nrf2 peptide fluorescence polarization, 1536-well. inhibition, % at 9.4 µM. 340,000 compounds, 0.15% hits. AID 504523; in the data active = inhibition above about 12%; inconclusive = no clear call, values can overlap the other calls; inactive = below about 7.3%;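 note: human Keap1 Kelch domain with fluorescein labeled Nrf2 9mer peptide probe; 0% = neutral control wells and 100% = peptide positive control; higher means more block of Keap1 binding to Nrf2 peptide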
MOR-DOR ag – agonists of human mu-delta opioid receptor heterodimerization; activation, % at 9.3 µM; AID 504326; P35372+P41143; 340,000 compounds, 0.3% hits; cells, OPRM1-OPRD1 heterodimerization, luminescence; in the data active = activation above about 18%;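 note: 0% = vehicle-treated cells and 100% = reference agonist; values of inactives mirror those of a sister screen read the other way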
Pemphigus Ab inh – blocks pemphigus antibody binding to human desmoglein-3. P32926. DSG3-coupled beads, scFv-anti-DSG3-GFP binding, flow cytometry; stronger effect = lower value. binding (percent of control), % at 10 µM. 310,000 compounds, 0.48% hits. AID 588358;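 active = binding more than 3 SD below its plate's average and above zero; inconclusive = below that plate limit but binding exactly zero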; note: some compounds called inactive have numbers as strong as hits
Target sequence (P32926 whole entry, looked up): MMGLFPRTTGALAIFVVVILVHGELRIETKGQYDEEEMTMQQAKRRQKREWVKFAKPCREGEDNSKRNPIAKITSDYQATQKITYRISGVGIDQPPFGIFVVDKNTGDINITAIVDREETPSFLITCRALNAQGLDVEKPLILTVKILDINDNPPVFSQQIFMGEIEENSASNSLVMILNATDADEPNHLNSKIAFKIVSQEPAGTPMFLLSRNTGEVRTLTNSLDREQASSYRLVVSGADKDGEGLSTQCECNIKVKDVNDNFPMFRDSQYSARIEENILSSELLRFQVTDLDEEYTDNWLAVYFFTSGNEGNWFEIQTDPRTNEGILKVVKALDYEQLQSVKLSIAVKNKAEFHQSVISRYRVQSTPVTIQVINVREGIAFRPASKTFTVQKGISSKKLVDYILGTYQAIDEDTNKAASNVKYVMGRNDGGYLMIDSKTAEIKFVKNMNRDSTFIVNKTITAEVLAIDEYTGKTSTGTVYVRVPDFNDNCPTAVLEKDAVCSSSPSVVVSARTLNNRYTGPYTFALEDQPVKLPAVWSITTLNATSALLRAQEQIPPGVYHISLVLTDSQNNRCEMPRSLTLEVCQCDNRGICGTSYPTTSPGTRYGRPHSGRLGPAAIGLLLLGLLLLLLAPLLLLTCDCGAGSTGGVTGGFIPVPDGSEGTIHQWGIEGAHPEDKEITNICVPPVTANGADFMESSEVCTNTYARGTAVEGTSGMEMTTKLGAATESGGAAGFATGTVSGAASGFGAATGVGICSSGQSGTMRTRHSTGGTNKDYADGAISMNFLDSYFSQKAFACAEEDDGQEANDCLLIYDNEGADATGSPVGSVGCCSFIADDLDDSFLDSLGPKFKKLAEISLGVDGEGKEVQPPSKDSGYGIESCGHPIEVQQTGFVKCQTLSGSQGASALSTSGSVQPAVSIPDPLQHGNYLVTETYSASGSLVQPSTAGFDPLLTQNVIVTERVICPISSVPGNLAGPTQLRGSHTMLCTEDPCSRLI
Arrestin-AP2 inh – blocks beta-arrestin peptide binding to AP2 adaptin | FITC-arrestin peptide / GST-AP2 beads, flow cytometry; AP2 beta2 appendage carries R879A mutation | 340,000 compounds, 0.31% hits | inhibition, % at 10 µM | AID 504490;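 active = inhibition above a set limit, near 3 SD of compounds lacking own fluorescence, cut at about 54% in these data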;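 note: plate controls were DMSO wells for no effect and 5 µM unlabelled arrestin peptide for full effect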
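Test system: GST-tagged AP2 beta2-adaptin appendage (R879A) on 4 µm glutathione beads; also added: fluorescein-tagged arrestin peptide at 50 nM final; timing: 12 min plus 1 h, RT; signal: flow cytometry, FL1 (488/535 nm); read-out: percent drop in bead-associated FITC signal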
V-ATPase pH – alters yeast V-ATPase proton transport. S. cerevisiae, pHLuorin cytosolic pH fluorescence. response, % at 10 µM. 350,000 compounds, 0.37% hits; in the data active = response mostly above about 7.3%, no sharp cut-off; inactive = mostly below about 5.4%; note: actives read high; inactives centre near 0; some compounds called inactive have numbers as strong as hits; reference of the scale not given here
cardiac RTF act – cardiac RTF calcium sensitization; IANBD-labeled TnC RTF fluorescence at EC20 calcium; 0% EC20 calcium, 100% full calcium; activation, % at 7.2 µM; AID 493008; 340,000 compounds, 0.24% hits; P19429+P45379;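 active = activation above the mean over all tested compounds plus 3 SD, cut at about 30% in these data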;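 note: rise in fluorescence read as greater calcium sensitivity of cardiac thin filaments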
Cardiac RTF inh – cardiac RTF calcium desensitization; 340,000 compounds, 0.12% hits; P19429+P45379; AID 493244; inhibition, % at 7.15 µM; IANBD-labeled cardiac RTF, Ca2+ fluorescence;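 active = inhibition above the mean inhibition of all tested compounds plus 3 SD, cut at about 17% in these data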;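 note: assay run at fixed EC70 calcium of 1.6 mM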
Wnt act – Wnt/beta-catenin pathway activation | Wnt/beta-catenin reporter cell assay, activator, plate reader | 300,000 compounds, 1.2% hits | activation, % at 9.35 µM | AID 743398; in the data active = activation above about 30%, passing the limit was not always enough; inconclusive = no clear call, values can overlap the other calls;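 note: 0% = neutral control wells and 100% = positive control wells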
LANA DNA inh – blocks KSHV LANA C-terminal domain binding to DNA; MBP-C-LANA/FAM-LBS DNA binding, fluorescence polarization; 340,000 compounds, 0.078% hits; AID 504423; inhibition, % at 9 µM;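 active = highest replicate inhibition at or above 60% at 9 µM, even if other replicates fall short; inactive = all replicates below 60% inhibition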;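 note: 0% = neutral control wells and 100% = 4 µM acridine orange control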
MOR-DOR inv ag – inverse agonists of human mu-delta opioid receptor heterodimerization. P35372+P41143. cell-based MOR-DOR heterodimer luminescence, inverse agonism. inhibition, % at 9.3 µM. 340,000 compounds, 0.21% hits; in the data active = inhibition above about 22%, passing the limit was not always enough;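 note: 0% = cells with DMSO and 100% = wells without cells with DMSO; values of inactives mirror those of a sister screen read the other way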
The depositor's hits bear a star; ? = inconclusive; · = not tested or not shown.

SMILES	Keap1-Nrf2 PPI	MOR-DOR ag	Pemphigus Ab inh	Arrestin-AP2 inh	V-ATPase pH	cardiac RTF act	Cardiac RTF inh	Wnt act	LANA DNA inh	MOR-DOR inv ag
CN(CC(=O)Nc1cc(C(F)(F)F)ccc1-n1cncn1)Cc1nc2ccccc2c(=O)[nH]1	-0.7	-0.5	102.2	17.3	0.4	-5.2	2.2	-6.3	1.0	2.6
O=C(CSc1ccc(Cl)cc1)NNC(=O)c1ccco1	-0.8	-1.9	109.4	2.6	3.2	1.6	0.2	4.1	1.0	7.8
Nc1ccccc1NC1=CC(=O)CC(c2ccco2)C1 (centres undefined)	-3.5	-1.2	102.3	-2.9	10.7*	-2.6	-7.1	·	-0.9	6.6
C=CCNC(=S)NS(=O)(=O)c1cccs1	-8.5	-4.9	103.4	12.9	1.6	7.0	1.7	-1.7	-0.9	24.4
O=C(NN1CCOCC1)c1cccc(Br)c1	·	·	113.3	-8.3	-2.8	·	·	-2.2	·	·
Cc1cc(C)c2[nH]c(=O)c(C(c3nnnn3CC3CCCO3)N3CCC(C)CC3)cc2c1 (centres undefined)	-2.8	-2.8	110.4	-0.8	-1.9	3.4	-7.8	-2.3	0.7	15.2
CC(=O)N1CCN(Cc2cc(=O)n3cc(Cl)c(C)c(Cl)c3n2)CC1	1.2	-1.3	105.1	15.2	3.1	5.0	-7.4	·	0.6	7.1
Cc1sc2ncnc(OCC(=O)NC(C)C)c2c1C	-3.9	-1.8	78.7	-4.8	-3.0	0.6	6.0	·	0.1	9.9
Cc1nn(-c2ccccc2)c(N2CCCC2)c1/C=C1\N=C(c2ccccc2)OC1=O	3.7	0.8	91.7	-3.7	-4.4	3.8	2.4	-4.7	-1.4	-5.0
Cc1nc(C(=O)Nc2cccc(Cl)c2Cl)nn1-c1cc(OC(C)C)c(Cl)cc1Cl	-2.7	-1.9	·	-12.3	5.2	-0.4	10.8	-5.1	0.2	9.3
Cc1c2cnn(-c3ccccc3)c(=O)c2c(C)n1CCCC(=O)N1CCN(C)CC1	3.2	-0.8	96.2	7.4	3.9	-1.4	-14.3	-10.3	-0.9	4.6
C[C@@H]1CN([C@H](C)CO)C(=O)Cc2cc(NC(=O)Nc3ccccc3)ccc2O[C@@H]1CN(C)C(=O)Nc1ccc2c(c1)OCO2	-4.8	0.1	·	-1.0	2.1	0.0	4.3	-4.1	-0.6	-0.6
O=C(O)c1ccccc1NS(=O)(=O)c1ccc(NN=Cc2ccccc2F)c([N+](=O)[O-])c1	1.5	-0.4	·	33.8	2.0	-7.6	6.4	-1.5	5.6	1.4
Nc1cc2c(cc1Cl)-c1ccc(Cl)cc1C2=O	2.6	1.6	95.1	26.2	1.6	-0.1	6.1	4.1	1.2	-8.3
CC1=CC(C)=Nc2ccccc2N1	1.9	-0.7	96.3	2.9	-4.3	-1.1	2.3	·	-1.1	4.0
O=C(O)c1ccc(CS(=O)(=O)Cc2ccccc2F)o1	0.1	-1.2	112.2	-2.9	9.0*	-3.8	9.8	-2.1	-1.1	6.5
CCn1nc(NC(=O)c2ccco2)c2cc3ccccc3nc21	-0.9	0.0	98.8	7.1	-15.0	3.0	-12.2	·	0.0	0.2
COc1ccc(Cl)cc1NC(=S)NNC(=O)c1cccnc1	-4.7	-2.5	97.0	-6.3	-1.8	3.3	-6.0	-1.0	-1.7	13.7
Cc1ccc2nc(N(CCCN(C)C)C(=O)c3cc4ccccc4oc3=O)sc2c1	-2.6	-2.3	113.7	-6.3	1.8	-3.8	4.3	·	0.4	12.1
CCN(CC)c1nc(N)c2c(N)n(-c3ccccc3C)c(=S)c(C#N)c2c1C#N	-11.0	0.0	·	-26.6	-4.7	8.8	-21.8	6.6	0.1	-0.2
Cc1cc(S(=O)(=O)NCCC2=CCCCC2)ccc1Br	-2.7	0.0	95.6	-1.7	4.8	-8.4	4.8	-1.3	-0.2	-0.2
Cc1ccc(NC(=O)C2CCCN2S(=O)(=O)c2ccc(-c3ccc(=O)[nH]n3)s2)c(C)c1 (centres undefined)	-0.8	-2.4	101.2	2.1	-7.0	6.6	-2.4	-1.9	-1.7	11.8
COc1ccc(OCC(=O)N2c3ccc(C)cc3C3CN(C)CCC32)cc1 (centres undefined)	-2.1	·	105.4	2.0	3.9	-2.2	-1.4	-2.4	-0.6	·
CC1=C(C(N)=O)C(c2ccccc2)n2nc(-c3cccc(C)c3)nc2N1 (centres undefined)	-4.1	-4.1	108.2	1.6	0.0	1.3	-12.9	3.0	-1.2	20.3
COc1ccc(S(=O)(=O)NNC(=O)C2COc3ccccc3O2)cc1[N+](=O)[O-] (centres undefined)	0.9	-1.3	96.8	0.3	3.2	-0.4	-6.9	0.3	-0.3	8.8
COc1ccc(-c2csc(NC(=O)c3ccccc3Br)c2C(=O)O)cc1	-1.8	-2.7	96.2	8.0	-3.4	0.5	-5.3	8.2	0.7	12.2
O=C(Nc1cccc(S(=O)(=O)N2CCOCC2)c1)C1COc2ccccc2O1 (centres undefined)	-3.0	-1.5	100.7	-6.5	-1.0	-3.5	1.2	0.0	1.0	9.6
CCOc1ccc(C(=O)NCC2(c3ccccc3)CCOCC2)cc1	-4.0	-0.1	103.7	-3.0	1.5	-3.2	-7.1	-3.2	1.0	0.9
COCCCNC(=O)C(C)N1c2cccc3cccc(c23)S1(=O)=O (centres undefined)	-5.2	3.2	92.1	26.7	4.2	1.5	-7.0	0.8	1.0	-15.4
Cc1ccc(CN2CCC(c3cc(-c4cccs4)n[nH]3)CC2)cc1	-2.9	3.1	99.7	-5.8	-5.9	6.9	3.5	-2.2	-1.3	-15.5
C=CCNCCCOc1ccc(Cl)cc1Br	-3.2	2.2	107.4	-5.2	-2.3	2.3	5.1	-0.3	1.2	-11.8
CC1CCCC(C(=O)O)N1C(=O)CCSSCCC(=O)N1C(C)CCCC1C(=O)O (centres undefined)	-1.3	-2.0	94.3	-2.5	0.1	4.3	3.7	-1.8	-2.6	11.1
CCN(CC(O)COCc1ccc(Cl)cc1)C1CCCCC1 (centres undefined)	2.4	-1.4	105.6	28.3	-0.6	3.8	-6.0	-1.9	0.5	7.5
COc1cc(Br)cc2cc(C(=O)N3CCCCC3C)c(=O)oc12 (centres undefined)	-3.6	-2.5	·	7.4	-3.7	-2.4	1.4	7.7	-0.3	15.1
COc1cc(OC)c2c(-c3cccc(-c4ccc(N(C)C)cc4)c3)cc(=O)oc2c1	2.3	-3.6	107.3	20.4	4.8	-2.3	1.2	-3.3	1.4	17.8
CC(C)(C)[C@H]1COC(=O)[C@@H](Cc2ccc(F)cc2)CC/C=C/C[C@@H](CC(=O)N[C@H](CO)Cc2ccccc2)C(=O)N1	-1.6	-0.7	100.5	3.8	1.2	3.0	6.2	-4.1	0.0	4.1
Brc1ccccc1-c1nnc(CSc2nncn2-c2ccccc2)o1	1.9	-1.2	·	37.4	-2.2	-1.5	-8.8	35.4*	0.5	7.5
CC(C(=O)Nc1ccc2c(c1)OCO2)N(C)CC(=O)Nc1ccccc1Cl (centres undefined)	1.4	-2.5	98.9	-9.6	-0.2	3.4	-1.1	2.7	-0.6	9.9
O=c1c(-c2ccc(Cl)cc2)coc2c(CN3CCOCC3)c(O)ccc12	1.5	-3.8	103.6	5.7	-1.6	-7.5	-3.7	·	-0.2	16.8
Cc1ccc(C)c(C(=O)COC(=O)C2CCN(c3ccc(C(F)(F)F)cn3)CC2)c1	-0.5	-0.5	110.6	12.2	0.1	8.7	-3.9	-1.5	-1.9	2.7
Cc1ccc(C(=O)/C=C/Nc2ccc(S(=O)(=O)Nc3onc(C)c3C)cc2)cc1	-11.8	-0.3	102.0	4.0	4.2	5.4	10.7	3.0	-0.5	1.7
O=C(Cn1cnc([N+](=O)[O-])n1)NCc1ccccc1	6.1	-3.1	98.6	-3.4	2.7	-8.5	-6.4	·	0.5	14.5
Cn1c(=O)[nH]c(=O)c2c1nc(NC1CCCCC1)n2Cc1ccccc1	-4.7	-3.6	109.4	-6.2	-2.0	-1.4	1.0	2.8	-0.1	15.1
COCn1c(COc2ccccc2)nc2ccccc21	-4.5	-1.9	97.9	7.1	0.9	-4.1	4.2	?	-1.5	9.8
CS(=O)(=O)c1nc2ccccc2n1Cc1ccccc1	5.7	-2.5	99.0	-8.2	-1.6	3.7	-7.9	·	0.3	12.8
COc1nc(NC(C)C)nc(N(C#N)CN2C(=O)c3ccccc3S2(=O)=O)n1	-6.3	0.8	89.8	-3.7	-1.0	11.1	-4.7	23.5	1.1	-4.1
O=C(N1CCC(O)(c2cccnc2)CC1)C12CC3CC(CC(C3)C1)C2	-3.5	-1.7	99.0	-7.6	-0.6	2.4	-2.5	-7.4	0.9	9.8
O=C(CCN(CCO)Cc1ccccc1)Nc1ccc(Br)cc1	6.1	2.2	84.7	2.3	-0.1	-1.1	-5.6	-4.3	-1.1	-11.6
O=C(CN1CCOCC1)N/N=C/c1ccc(C(=O)O)cc1	0.2	-0.9	101.3	8.7	5.0	-3.0	-3.9	·	-0.4	4.5
Cc1cccnc1NC(=O)CSc1nnc(COc2ccc(C(C)C)cc2)n1C	-4.5	0.2	109.3	·	2.8	8.1	-8.0	3.2	-1.7	-0.9
COc1ccccc1CNC(=O)COC(=O)CNS(=O)(=O)c1ccc(C)cc1	-0.6	-5.5	99.1	10.3	3.2	-0.2	-15.9	-2.0	1.6	28.2
COC(=O)c1coc(-c2ccc(OC)cc2)c1C(=O)OC	1.8	-2.6	98.9	-13.5	-0.2	-2.2	-4.9	·	9.0	12.8
CC(C)C(C(=O)O)N1CCS(=O)(=O)CC1 (centres undefined)	-6.6	-2.9	81.5	-4.7	0.2	7.8	-5.2	-6.4	0.6	14.4
COC(=O)c1nn(C23CC4CC(CC(C4)C2)C3)c2c1C(=O)N(c1ccc(Br)cc1)C2=O	-1.9	-0.6	91.9	11.9	-3.6	6.5	-9.1	·	-1.9	3.3
O=c1[nH]n(CCO)c(=O)c2cccnc12	-2.3	-2.7	·	2.1	-1.1	2.1	-2.6	-2.4	-2.0	13.2
CCCCOC(=O)C1C2CCC(O2)C1C(=O)OCC (centres undefined)	-6.2	-1.1	98.2	3.3	2.3	-4.5	0.7	-3.3	-1.4	5.5
COc1ccc(C2N(S(=O)(=O)c3ccccc3)CCN2S(=O)(=O)c2ccc(C)cc2)cc1 (centres undefined)	-2.8	-1.7	107.1	5.3	0.6	-6.2	-4.0	-3.1	-1.1	9.5
N#C/C(=C/c1ccc(O)c([N+](=O)[O-])c1)C(=O)Nc1ccccc1	-2.9	-2.3	102.0	-9.7	4.9	-6.6	-4.3	·	0.5	16.4

High-throughput results: PubChem, several laboratories

This is a random part of the collection, and some 3.1% of all compounds hit somewhere here.
